ALDH1A1 inh: qHTS Assay for Inhibitors of Aldehyde Dehydrogenase 1 (ALDH1A1); Aldehyde dehydrogenase 1A1 (Homo sapiens), P00352; Purified ALDH1A1, NADH fluorescence, propionaldehyde substrate; Potency, µM (doses to about 75.3 µM), for the others: at the top dose activity, negative = inhibition, usual class: inhibitors; 220,000 tested, 7.3% active; AID 1030, 2008; active means well fitted inhibition curve with a large enough effect, not every such curve was filed as active; inconclusive means small, poorly fitted or top-dose-only effect, or another doubt; inactive means no such curve, though single readings can be large or run the other way;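 further: plate controls were no enzyme wells and a reference inhibitor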
Target sequence (P00352 whole entry, looked up): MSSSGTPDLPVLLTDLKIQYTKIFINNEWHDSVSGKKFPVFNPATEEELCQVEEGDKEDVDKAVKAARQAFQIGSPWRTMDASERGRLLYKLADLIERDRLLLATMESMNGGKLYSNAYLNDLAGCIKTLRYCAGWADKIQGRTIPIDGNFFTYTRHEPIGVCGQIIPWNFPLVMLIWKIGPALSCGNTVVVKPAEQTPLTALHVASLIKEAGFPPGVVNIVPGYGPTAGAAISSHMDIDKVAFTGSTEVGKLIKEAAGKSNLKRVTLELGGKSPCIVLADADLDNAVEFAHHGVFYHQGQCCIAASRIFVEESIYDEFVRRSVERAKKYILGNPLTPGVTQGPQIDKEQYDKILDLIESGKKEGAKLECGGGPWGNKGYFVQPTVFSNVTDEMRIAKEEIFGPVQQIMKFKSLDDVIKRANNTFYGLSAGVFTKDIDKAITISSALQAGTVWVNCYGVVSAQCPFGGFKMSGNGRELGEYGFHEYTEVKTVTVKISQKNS
SMN2 splice up: qHTS Assay for Enhancers of SMN2 Splice Variant Expression; 210,000 tested, 2.8% active; HEK293 SMN2-luciferase splicing reporter, luminescence, 30-36 h; Potency, µM (doses to about 46.1 µM), for the others: at the top dose activity change, positive = activation, hits mostly activators; further: % of control where 0% means no effect; nearly all actives have a fitted effect of over 55% in size
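HEK293 cells carry an SMN2 […]–luciferase reporter in which exon 7 inclusion puts luciferase in frame. Cells were plated 10-12 h before compound addition, then incubated 30-36 h at 37C. ONE-Glo luminescence was read; sodium butyrate at 4.5 mM final served as control.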
RGS12 GoLoco inh: qHTS Assay for Inhibitors of RGS12 GoLoco Motif Activity (Red Fluorophore); Gai1:RGS12 GoLoco peptide FP, rhodamine, 10 min; AID 880, 2007; 230,000 tested, 0.44% active; Potency, µM (highest dose often 61.6 µM), inactives show at the highest dose activity, negative = inhibition, hits mostly inhibitors; Guanine nucleotide-binding protein G(i) subunit alpha-1 (Homo sapiens), P63096; active means well fitted inhibition curve with a large enough effect, not every such curve was filed as active; inactive means no such curve, though single readings can be large or run the other way; further: on the % scale 0 is the no-effect control and ±100 the full control effect; nearly all actives have a fitted effect of over 30% in size; many of its hits are not listed in these tables
Target sequence (P63096 whole entry, looked up): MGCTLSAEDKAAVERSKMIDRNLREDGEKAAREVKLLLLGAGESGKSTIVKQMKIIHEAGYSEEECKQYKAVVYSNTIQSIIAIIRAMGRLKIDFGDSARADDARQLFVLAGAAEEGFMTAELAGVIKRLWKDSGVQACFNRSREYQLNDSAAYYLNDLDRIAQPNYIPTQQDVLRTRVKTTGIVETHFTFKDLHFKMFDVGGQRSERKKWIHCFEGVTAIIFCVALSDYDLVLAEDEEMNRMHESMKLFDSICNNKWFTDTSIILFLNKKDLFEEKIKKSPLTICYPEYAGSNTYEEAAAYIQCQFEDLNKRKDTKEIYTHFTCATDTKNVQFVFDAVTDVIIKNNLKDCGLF
GAA glycogen: qHTS Assay for Inhibitors and Activators of Human alpha-Glucosidase Cleavage of Glycogen; Potency, µM (series often up to 76.4 µM), inactives show at the highest dose activity change, negative = inhibition, most hits filed as inhibitors; Lysosomal alpha-glucosidase (Homo sapiens), P10253; recombinant GAA, glycogen substrate, Amplex Red glucose oxidase fluorescence; AID 2100, 2009; 300,000 tested, 0.38% active;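 further: 0% = full enzyme reaction and -100% = no-enzyme basal signal; the screen sought inhibitors and activators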
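qHTS, 1536-well; enzyme 4 nM final; cpd up to 77 uM; substrate bovine liver glycogen 30 ug; 50 mM citrate/phosphate pH 5.0, 0.01% Tween-20; 37 C, 40 min; Amplex Red detection 45 min RT; Hill fit → AC50.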
Starred values were filed as active, the others as inactive; ? = inconclusive; / = not tested or not shown; [ ] = remark or other dose. Unless noted, the call rests on the fitted dose curve; in most records, active means well fitted curve in the direction sought with a large enough effect; inconclusive means small, poorly fitted or top-dose-only effect, or another doubt; inactive means no such curve, though single readings can be large; an effect the other way counts as inactive or inconclusive. Potency means the concentration at half of the fitted maximal effect. Not all compounds are listed; rates above refer to the full screens.

Field names – A = ALDH1A1 inh; B = SMN2 splice up; C = RGS12 GoLoco inh; D = GAA glycogen
> CN(C)c1ccc(C(C(=O)NC2CCCC2)N(C(=O)c2csnn2)C2CC2)cc1 (configuration not stated)
  A: /; B: /; C: /; D: -1%

> Cc1sc2ncnc(SCC(=O)N3CCCCC3)c2c1C
  A: /; B: /; C: /; D: 1%

> COc1ccc(C2(c3ccc(OC)cc3)NC(=O)N(CC(=O)NC(C)C)C2=O)cc1
  A: /; B: /; C: /; D: 4%

> Cc1cc(OC(=O)c2ccccc2Br)c([N+](=O)[O-])c(=O)[nH]1
  A: /; B: /; C: /; D: 3%[76.3 µM]

> COc1ccc(Cl)cc1NC(=O)C1CCCN(S(C)(=O)=O)C1 (configuration not stated)
  A: /; B: /; C: /; D: 9%[76.3 µM]

> CCN(CC)C(=O)c1ccc(CS(=O)(=O)Cc2ccccc2)cc1
  A: /; B: /; C: /; D: -19%[76.3 µM]

> Cc1cccc(NC(=O)CSc2cccc3cccnc23)c1
  A: /; B: /; C: /; D: -7%[76.3 µM]

> O=C(COc1ccccc1Cl)Nc1ccc(S(=O)(=O)Nc2ccccn2)cc1
  A: /; B: /; C: /; D: -14%

> CCN(CC)S(=O)(=O)c1nnc(NC(=O)COc2ccc(C)cc2)s1
  A: /; B: /; C: /; D: 14%[76.3 µM]

> Cc1ccc(Cn2cc(-c3ccccc3)nn2)cc1
  A: /; B: /; C: /; D: 17%[76.3 µM]

> CCc1ccc(N(CC(=O)NCc2ccco2)C(=O)CCC(=O)Nc2nccs2)cc1
  A: /; B: /; C: /; D: 9%

> CC(C)Cn1nc(NS(=O)(=O)c2cccc3nonc23)c2cc3ccccc3nc21
  A: /; B: /; C: /; D: 4%[76.3 µM]

> Nc1c(Br)c(=O)[nH]c(=O)n1-c1ccc(F)cc1
  A: /; B: /; C: /; D: 5%

> COc1ccc(CNC(=O)COc2cc3c(c4oc(=O)cc(C)c24)CCC(C)(C)O3)cc1
  A: /; B: /; C: /; D: 15%[76.3 µM]

> Cc1ccc(C(=O)N2CCCCCC2)cc1S(=O)(=O)Nc1ccccc1
  A: /; B: /; C: /; D: -2%[76.3 µM]

> O=C(CN1CCC(NC(=O)C2CC2)CC1)Nc1cccc(F)c1
  A: /; B: /; C: /; D: 0%

> COc1cccc(NC(=O)c2ccc(CNS(=O)(=O)c3ccc4c(c3)C(C)(C)C(=O)N4C)cc2)c1
  A: /; B: /; C: /; D: 7%[76.3 µM]

> CC(C)Cc1ccc(CN2CCCC(NC(=O)CCN3CCCCC3=O)C2)cc1 (configuration not stated)
  A: /; B: /; C: /; D: 2%[76.3 µM]

> N#Cc1ccc(C(=O)N2CCN(c3ncccn3)CC2)cc1
  A: /; B: /; C: /; D: -2%

> Cc1cc2occ(CC(=O)NNC(=O)c3ccccc3F)c2cc1C
  A: /; B: /; C: /; D: -3%[76.3 µM]

> COc1ccc(S(=O)(=O)N2CCN(C(=S)NCCc3ccccc3)CC2)cc1
  A: /; B: /; C: /; D: -16%[76.3 µM]

> COC(=O)N1C(=O)[C@@](CC(C)C)(c2ccccc2)N1C(=O)OC
  A: /; B: /; C: /; D: -4%[76.3 µM]

> Cc1cc2c(cc1S(=O)(=O)N1CCN(c3ccccc3F)CC1)OCC(=O)N2
  A: /; B: /; C: /; D: -11%[76.3 µM]

> COc1ccccc1C(=O)Nc1ccnn1C1CCN(C(C)CSC)CC1 (configuration not stated)
  A: /; B: /; C: /; D: 5%[76.3 µM]

> COc1ccc(CNC(=O)c2oc3ccc(S(=O)(=O)N4CCOCC4)cc3c2C)cc1
  A: /; B: /; C: /; D: -2%

> O=[N+]([O-])c1ccc2nc(NS(=O)(=O)c3ccc(Cl)cc3)sc2c1
  A: /; B: /; C: /; D: 1%

> Cc1cc(=O)oc2c(C)c(OC(C)C(=O)NCC(O)c3ccccc3)ccc12 (configuration not stated)
  A: /; B: /; C: /; D: 1%[76.3 µM]

> Cc1cccc(NC(=O)CN(CCc2ccccc2)S(C)(=O)=O)c1
  A: /; B: /; C: /; D: -8%[76.3 µM]

> COC(=O)C(c1ccccc1)C(C(=O)OC)c1ccccc1 (configuration not stated)
  A: /; B: /; C: /; D: 1%

> Cc1ccc(-n2c(C)c(C)c3c(N)ncnc32)cc1
  A: /; B: /; C: /; D: -5%[76.3 µM]

> CCN(c1ccccc1C)S(=O)(=O)c1nnc(NC(=O)c2ccccc2C)s1
  A: /; B: /; C: /; D: -14%[76.3 µM]

> CN(C)S(=O)(=O)c1ccc(S(=O)(=O)N2CCCC(C(=O)NC3CC3)C2)cc1 (configuration not stated)
  A: /; B: /; C: /; D: 11%

> CCCCN(C/C=C/c1ccccc1OC)Cc1ccccc1
  A: /; B: /; C: /; D: 3%[76.3 µM]

> CCc1ccc(N2CC(C(=O)Nc3ccc(S(=O)(=O)NCC4CCCO4)cc3)CC2=O)cc1 (configuration not stated)
  A: /; B: /; C: /; D: 4%[76.3 µM]

> COc1ccccc1C(=O)Nc1ccccc1SC(=O)c1ccccc1OC
  A: /; B: /; C: /; D: 2%

> CSc1ncc(C(=O)Nc2ccc(C)cc2C)c(C)n1
  A: /; B: /; C: /; D: 5%

> CCC(C(=O)NCCCN1CCN(CC)CC1)n1nc(C)n2c(cc3occc32)c1=O (configuration not stated)
  A: /; B: /; C: /; D: 0%[76.3 µM]

> COc1ccc(Br)cc1S(=O)(=O)N1CCN=C1c1ccccc1
  A: /; B: /; C: /; D: -5%[76.3 µM]

> CSc1ccc(CCNC(=O)c2nn(C)c3c2CS(=O)(=O)c2ccccc2-3)cc1
  A: /; B: /; C: /; D: 7%[76.3 µM]

> CCOC(=O)C(C)NC(=O)C1CCN(c2ncnc3c2nc2n3CCCCC2)CC1 (configuration not stated)
  A: /; B: /; C: /; D: -8%[76.3 µM]

> Cc1sc2ncnc(N3CCC(C(=O)N(C)CC(=O)Nc4ccccc4Br)CC3)c2c1C
  A: /; B: /; C: /; D: 3%[76.3 µM]

> COc1ccccc1N1C(=O)c2cccc3cccc(c23)C1=O
  A: /; B: /; C: /; D: 3%[76.3 µM]

> CCN(CC)S(=O)(=O)c1ccc2c(c1)nc(SC(C)C(=O)NCC1CCCO1)n2CC (configuration not stated)
  A: /; B: /; C: /; D: 0%[76.3 µM]

> C=CCNC(=O)c1ccc(CN(c2ccc(OCC)cc2)S(=O)(=O)c2ccc(C)cc2)cc1
  A: /; B: /; C: /; D: -3%[76.3 µM]

> Cc1cccc(CNC(=O)c2ccc3nc(Cc4ccccc4F)oc3c2)n1
  A: /; B: /; C: /; D: -11%[76.3 µM]

> COc1ccccc1CNC(=O)c1ccc(Cn2c(SCc3ccccc3)nc3cccnc32)cc1
  A: /; B: /; C: /; D: -19%[76.3 µM]

> COc1nccnc1NS(=O)(=O)c1ccc(N)cc1
  A: /; B: /; C: 2%; D: 7%

> Cc1nn(-c2ccc(S(=O)(=O)O)cc2)c(O)c1N=Nc1ccc(-c2ccc(N=Nc3ccc4c(S(=O)(=O)O)cc(S(=O)(=O)O)c(N)c4c3O)c(O)c2)cc1O.[Cu].[Cu]
  A: ?; B: -4%[9.22 µM]; C: 3.2µM*; D: /

> O[C@@H](COc1ccc(Cl)cc1Cl)CN1CCCC1
  A: 4%[13.5 µM]; B: -13%[9.22 µM]; C: 0%[14.2 µM]; D: /

> CCSCCCC(=O)O
  A: -8%[13.5 µM]; B: -7%[9.22 µM]; C: -6%[14.2 µM]; D: /

> NC(N)=NC(N)=Nc1ccc(S(N)(=O)=O)cc1
  A: 4%[13.5 µM]; B: -8%[9.22 µM]; C: -1%[14.2 µM]; D: /

> CN1CCc2ccccc2[C@@H]1Cc1ccccc1NC(=O)c1sc2ccccc2c1Cl
  A: 2%[13.5 µM]; B: 3%[9.22 µM]; C: -4%[14.2 µM]; D: /

> O=C(O)[C@@H]1[C@@H](C(=O)Nc2ccccc2)[C@@H]2C=C[C@@H]1O2
  A: -2%[13.5 µM]; B: -10%[9.22 µM]; C: -2%[14.2 µM]; D: /

> Cc1cc(C)cc(C(=N)c2ccccc2Cc2cccc3ccccc23)c1
  A: 4%[13.5 µM]; B: -17%[9.22 µM]; C: 1%[14.2 µM]; D: /

> Nc1nc(N)c2[nH]c(CNc3ccc(C(=O)O)cc3)nc2n1
  A: 14%[13.5 µM]; B: -12%[9.22 µM]; C: 31%[activator][14.2 µM]; D: /

> O=C(O)[C@H]1[C@H](C(=O)O)[C@H](C(=O)O)C[C@@H]1C(=O)O
  A: 1%[13.5 µM]; B: 0%[9.22 µM]; C: -2%[14.2 µM]; D: /

> O=C(O)C[C@@H](C(=O)O)c1ccccc1[N+](=O)[O-]
  A: -6%[13.5 µM]; B: 0%[9.22 µM]; C: 7%[14.2 µM]; D: /

> Cc1ccc2nc(N/N=C\c3cccc(C)n3)cc(C)c2c1
  A: 19%[13.5 µM]; B: -8%[9.22 µM]; C: 11%[14.2 µM]; D: /

> CN(Cc1ccccc1)Cn1ccnc1
  A: -6%[13.5 µM]; B: -2%[9.22 µM]; C: 7%[14.2 µM]; D: /

> Nc1cccc(OCc2nc(N)nc(N)c2-c2ccc(Cl)cc2)c1
  A: -2%[13.5 µM]; B: -12%[9.22 µM]; C: 1%[14.2 µM]; D: /

Following part
Field names – A = ALDH1A1 inh; B = SMN2 splice up; C = RGS12 GoLoco inh; D = GAA glycogen
> O=[N+]([O-])c1ccccc1N=Nc1c(O)[nH]c2ccc(S(=O)(=O)O)cc12
  A: -8%[13.5 µM]; B: -43%[inhibitor][9.22 µM]; C: 4%[14.2 µM]; D: /

> Cc1nc(N)nc2ccccc12
  A: ?; B: 2%[9.22 µM]; C: 5%[14.2 µM]; D: /

> Cc1ccc(/C(C#N)=C/c2cccc([N+](=O)[O-])c2)cc1
  A: -11%[13.5 µM]; B: 4%[9.22 µM]; C: 5%[14.2 µM]; D: /

> CCOC(=O)c1c2c(n3ccccc13)C(=O)c1ccccc1C2=O
  A: ?; B: -1%[9.22 µM]; C: 9%[14.2 µM]; D: /

A draw from above in order of molecular weight, smallest number first:
Field names – A = ALDH1A1 inh; B = SMN2 splice up; C = RGS12 GoLoco inh; D = GAA glycogen
> Cc1nc(N)nc2ccccc12
  A: ?; B: 2%[9.22 µM]; C: 5%[14.2 µM]; D: /

> O=C(O)C[C@@H](C(=O)O)c1ccccc1[N+](=O)[O-]
  A: -6%[13.5 µM]; B: 0%[9.22 µM]; C: 7%[14.2 µM]; D: /

> O=C(O)[C@@H]1[C@@H](C(=O)Nc2ccccc2)[C@@H]2C=C[C@@H]1O2
  A: -2%[13.5 µM]; B: -10%[9.22 µM]; C: -2%[14.2 µM]; D: /

> Cc1ccc(/C(C#N)=C/c2cccc([N+](=O)[O-])c2)cc1
  A: -11%[13.5 µM]; B: 4%[9.22 µM]; C: 5%[14.2 µM]; D: /

> Cc1ccc2nc(N/N=C\c3cccc(C)n3)cc(C)c2c1
  A: 19%[13.5 µM]; B: -8%[9.22 µM]; C: 11%[14.2 µM]; D: /

> Nc1nc(N)c2[nH]c(CNc3ccc(C(=O)O)cc3)nc2n1
  A: 14%[13.5 µM]; B: -12%[9.22 µM]; C: 31%[activator][14.2 µM]; D: /

> CCOC(=O)c1c2c(n3ccccc13)C(=O)c1ccccc1C2=O
  A: ?; B: -1%[9.22 µM]; C: 9%[14.2 µM]; D: /

> Nc1cccc(OCc2nc(N)nc(N)c2-c2ccc(Cl)cc2)c1
  A: -2%[13.5 µM]; B: -12%[9.22 µM]; C: 1%[14.2 µM]; D: /

> O=[N+]([O-])c1ccccc1N=Nc1c(O)[nH]c2ccc(S(=O)(=O)O)cc12
  A: -8%[13.5 µM]; B: -43%[inhibitor][9.22 µM]; C: 4%[14.2 µM]; D: /

> CN1CCc2ccccc2[C@@H]1Cc1ccccc1NC(=O)c1sc2ccccc2c1Cl
  A: 2%[13.5 µM]; B: 3%[9.22 µM]; C: -4%[14.2 µM]; D: /

Screening data: PubChem, National Center for Advancing Translational Sciences (NCATS)
